PP5 inh: inhibitors of human protein phosphatase 5 (PP5). P53041. purified PP5c, OMFP substrate fluorescence. inhibition, % at 6.7 µM. 320,000 tested, 0.18% active;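 active means inhibition above the campaign's mean inhibition across all tested compounds plus 3 SD, cut at about 9.5% in these data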;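 further: 0% = DMSO only and 100% = 100 µM cantharidin control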
PP1 inh: counter-screen for PP5 inhibitors: inhibitors of human PP1-alpha; 320,000 tested, 0.9% active; purified PP1alpha, OMFP fluorescence; inhibition, % at 6.7 µM; AID 2235; P62136;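 active means inhibition above the mean inhibition of all tested compounds plus 3 SD, computed separately for each screening campaign, cut at about 15% in these data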
Target sequence (P62136 whole entry, looked up): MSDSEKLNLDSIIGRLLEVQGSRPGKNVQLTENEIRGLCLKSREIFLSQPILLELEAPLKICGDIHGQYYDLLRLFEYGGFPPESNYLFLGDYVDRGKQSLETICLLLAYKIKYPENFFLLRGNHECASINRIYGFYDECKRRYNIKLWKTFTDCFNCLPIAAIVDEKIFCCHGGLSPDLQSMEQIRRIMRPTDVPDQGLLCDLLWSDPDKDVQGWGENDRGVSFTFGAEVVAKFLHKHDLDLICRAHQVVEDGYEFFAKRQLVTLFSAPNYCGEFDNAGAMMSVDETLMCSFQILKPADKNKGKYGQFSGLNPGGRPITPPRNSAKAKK
HCV core dimer: blocks dimerization of HCV core protein. TR-FRET GST/Flag-core106 dimerization, 1536-well. inhibition, % at 5 µM. 300,000 tested, 0.33% active;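 active means inhibition above the mean of all tested compounds plus 3 SD, set per screening campaign, cut at about 45% in these data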
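test system = GST/Flag-tagged HCV core106 proteins | probe or stimulus = Eu donor and XL665 acceptor anti-tag antibodies | times = compound-protein-antibody incubation 4 h at 22.5 °C | signal = TR-FRET, excitation 340 nm, emission 617 and 671 nm | measure = percent inhibition of core106 dimerization signal | controls = wells lacking GST-core106 and wells with excess unlabelled core106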
TPT1 inhibitor: blocks Candida albicans tRNA 2'-phosphotransferase; recombinant caTPT1, FP RNA substrate dephosphorylation; inhibition, % at 5 µM; 300,000 tested, 0.81% active; AID 1962;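 active means inhibition above the mean of all tested compounds plus 3 SD, set per screening campaign, cut at about 24% in these data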;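 further: plate controls were DMSO alone for no effect and ferristatin control at 100 nM for full effect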
Fh CTSL1 inh: counter-screen for PFM18AAP inhibitors: inhibitors of F. hepatica cathepsin L1 | recombinant F. hepatica cathepsin L1, Z-Leu-Arg-MCA fluorescence | inhibition, % at 5.96 µM | 300,000 tested, 0.49% active | AID 1906;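 active means inhibition above the mean of all tested compounds plus 3 SD, set per screening campaign, cut at about 17% in these data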;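 further: 0% = plate median of test compound wells and 100% = 1 µM Z-Phe-Ala-diazomethylketone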
EBNA-1 inh: blocks EBNA-1 binding to DNA; EBNA-1 DNA binding, fluorescence polarization; inhibition, % at 14.8 µM; 300,000 tested, 0.34% active; AID 1950; in the data active means inhibition above about 28%
ZTA DNA inh: counter-screen for EBNA-1 inhibitors: inhibitors of Epstein-Barr virus ZTA; P03206; ZTA-DNA binding, fluorescence polarization; inhibition, % at 11 µM; 320,000 tested, 0.15% active; AID 2234; in the data active means inhibition above about 33%
Target sequence (P03206 whole entry, looked up): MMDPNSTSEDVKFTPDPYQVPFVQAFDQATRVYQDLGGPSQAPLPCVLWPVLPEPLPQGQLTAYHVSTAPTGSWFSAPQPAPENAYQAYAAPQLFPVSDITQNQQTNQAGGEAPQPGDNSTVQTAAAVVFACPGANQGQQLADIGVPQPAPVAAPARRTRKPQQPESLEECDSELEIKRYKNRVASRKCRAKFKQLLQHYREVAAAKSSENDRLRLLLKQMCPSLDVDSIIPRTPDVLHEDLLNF
CR mimetic SO: yeast age-related superoxide inhibition as caloric restriction mimetic | S. cerevisiae aged cells, superoxide DHE fluorescence; hits give low values | superoxide response (% of plate mean), % at 10 µM | 330,000 tested, 0.18% active;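 active means superoxide response under a set limit, about three screen SD below normal, cut at about 65% in these data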;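 further: yeast aged for seven days with compound at 30 °C before DHE staining; 100% = average MFI of all compound-treated wells on the plate with controls excluded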
JMJD2C inh: human JMJD2C demethylase inhibition; GST-JMJD2C(1-420) H3K9me3 demethylation, DELFIA europium; inhibition, % at 2.35 µM; 330,000 tested, 0.069% active; AID 2099;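 active means more than half of a compound's replicate wells show inhibition beyond 50%, single wells judged on their own value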;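 further: signal counts dimethyl H3K9 product captured on neutravidin plate; 0% = median of DMSO wells and 100% = 0.3 times that DMSO median; strong numbers were not always called active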
Target sequence (Q9H3R0 1-420 limits assumed): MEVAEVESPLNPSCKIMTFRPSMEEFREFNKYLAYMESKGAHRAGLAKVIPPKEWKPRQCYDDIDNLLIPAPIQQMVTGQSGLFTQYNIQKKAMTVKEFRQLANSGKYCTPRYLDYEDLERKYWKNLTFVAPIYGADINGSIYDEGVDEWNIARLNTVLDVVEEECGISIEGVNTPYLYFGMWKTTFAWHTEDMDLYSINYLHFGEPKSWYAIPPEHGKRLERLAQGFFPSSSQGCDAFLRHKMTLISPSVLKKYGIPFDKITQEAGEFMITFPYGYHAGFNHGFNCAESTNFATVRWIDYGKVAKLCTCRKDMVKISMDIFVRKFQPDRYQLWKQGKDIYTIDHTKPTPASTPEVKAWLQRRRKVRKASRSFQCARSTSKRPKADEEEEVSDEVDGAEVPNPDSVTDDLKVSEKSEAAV
An asterisk follows results filed as active; . = not tested or not shown; & = joins results of further samples. Compounds were not picked by outcome; 3.1% or so of the library scored in one or more.

1. CCc1nnc(NC(=O)[C@@H]2CCCN2S(=O)(=O)c2ccc3c(c2)OCCO3)s1
2. COCCN(C(=O)c1cccc(-n2cnnn2)c1)c1c(N)n(CC(C)C)c(=O)[nH]c1=O
3. COc1cc2nc(CN3CCOCC3)n(CC(=O)NCC(F)(F)F)c(=O)c2cc1OC
4. COc1ccc(C(=O)[C@@H]2CC[C@](C)(C(=O)O)C2(C)C)cc1
5. O=c1[nH]c(C2CCN(S(=O)(=O)c3cccc(C(F)(F)F)c3)CC2)nc2c1nnn2Cc1cccc(F)c1
6. O=S(=O)(c1ccccc1)n1nc(-c2ccccc2)nc1NCc1ccco1
7. COc1ccc(S(=O)(=O)NN=C2CCCC2)cc1
8. COc1ccc(CN2CCC(Oc3ccc(C(=O)N4CCCC4)cc3)CC2)c(F)c1
assay / entry | 1 | 2 | 3 | 4 | 5 | 6 | 7 | 8
ZTA DNA inh | -5 | -11 | -22 | -3 | 4 | -2 | 3 | 7
TPT1 inhibitor | -3 | -3 | 0 | -2 | -2 | -8 | 1 | 2
PP5 inh | -2.5 | -1.1 | 1.8 | 0.5 | 5.2 | 1.4 | 1.6 | -0.1
EBNA-1 inh | 6 | -7 | 3 | 0 | 1 | 0 | -1 | -4
PP1 inh | -1 | -6 | -2 | 1 | 14 | 1 | -2 | -2
HCV core dimer | 2 | -2 | -4 | 6 | 11 | 11 | 0 | 8
CR mimetic SO | 97 | 116 | 101 | 96 | 95 | 92 | 111 | 99
JMJD2C inh | 3 | -13 | 4 | 0 | 0 | -2 | -4 | 0
Fh CTSL1 inh | 2 | -5 | 2 | 1 | 4 | 1 | 2 | 0

In a second layout: results already given
6. O=S(=O)(c1ccccc1)n1nc(-c2ccccc2)nc1NCc1ccco1
  ZTA DNA inh = -2 | TPT1 inhibitor = -8 | PP5 inh = 1.4 | EBNA-1 inh = 0 | PP1 inh = 1 | HCV core dimer = 11 | CR mimetic SO = 92 | JMJD2C inh = -2 | Fh CTSL1 inh = 1

7. COc1ccc(S(=O)(=O)NN=C2CCCC2)cc1
  ZTA DNA inh = 3 | TPT1 inhibitor = 1 | PP5 inh = 1.6 | EBNA-1 inh = -1 | PP1 inh = -2 | HCV core dimer = 0 | CR mimetic SO = 111 | JMJD2C inh = -4 | Fh CTSL1 inh = 2

The listing continues:
9. COc1ccc(C(=O)Nc2ccccc2C(=O)NC(C(=O)NCc2ccco2)C(C)C)cc1 (configuration not stated)
10. COc1cc2c(cc1OC)C(Cc1ccc(O)cc1)N(C)CC2 (configuration not stated)
11. COc1cccc(NC(=S)NCc2ccc(F)cc2)c1
12. O=C(c1cccc(-n2cccc2)c1)N1CCN(S(=O)(=O)c2ccc(F)cc2)CC1
13. Cc1cc(COc2ccccc2)oc1C(=O)O
14. COC(=O)C1=C(C)N=C2SC(C#N)=C(N)N2C1c1ccc(OC)cc1 (configuration not stated)
15. CC(=O)c1ccccc1OCCn1nc(C(=O)O)c2ccccc2c1=O
16. Fc1ccc(NC(=S)N2CCN(c3cccc(C(F)(F)F)c3)CC2)cc1
assay / entry | 9 | 10 | 11 | 12 | 13 | 14 | 15 | 16
ZTA DNA inh | -14 | -8 | 1 | -26 | 0 | -5 | 0 | 0
TPT1 inhibitor | -6 | 0 | -1 | 4 | -3 | 5 | 1 | 0
PP5 inh | -6.3 | 1.1 | 2.8 | 2.0 | -1.9 | -0.3 | 1.4 | 8.4
EBNA-1 inh | -2 | 8 | -14 | -1 | 1 | 4 | 4 | 12
PP1 inh | -1 | -1 | 4 | 2 | 1 | 2 | -6 | 3
HCV core dimer | -1 | -8 | 1 | 44 | -7 | 0 | 8 | -3
CR mimetic SO | 95 | 96 | 68 | 98 | 96 | 88 | 95 | 70
JMJD2C inh | 6&2 | -26 | -43 | 22 | 5 | -1 | 8 | 5
Fh CTSL1 inh | 48* | 5 | -3 | 16 | 1 | 7 | 0 | 0

Four compounds already listed, ordered by the value under TPT1 inhibitor, rising.
No.	mol	TPT1 inhibitor
11	COc1cccc(NC(=S)NCc2ccc(F)cc2)c1	-1
15	CC(=O)c1ccccc1OCCn1nc(C(=O)O)c2ccccc2c1=O	1
12	O=C(c1cccc(-n2cccc2)c1)N1CCN(S(=O)(=O)c2ccc(F)cc2)CC1	4
14	COC(=O)C1=C(C)N=C2SC(C#N)=C(N)N2C1c1ccc(OC)cc1 (configuration not stated)	5

Later entries
17. Nc1c(S(=O)(=O)c2cccs2)c2nc3ccccc3nc2n1CCc1ccccc1
18. CCCNC(=O)[C@@H]1CCCN1C(=O)[C@@H]1Cc2ccccc2CN1
19. O=[N+]([O-])c1ncc(Br)cc1Nc1ccccc1
20. CC(C)[C@H](NS(=O)(=O)c1cccc(C(F)(F)F)c1)C(=O)OCC(N)=O
21. CC(=O)Nc1ccccc1OC(C)C(=O)NC(C)c1ccc(F)cc1 (configuration not stated)
22. CCNC(=S)NN=C1CCC(C(C)(C)C)CC1 (configuration not stated)
23. COc1ccc(CCN(C)C2CCCN(S(C)(=O)=O)C2)cc1OC (configuration not stated)
24. Cc1cccn2c(CN[C@@H]3CCCC[C@H]3c3ccccc3)c(C(=O)N3CCOCC3)nc12
assay / entry | 17 | 18 | 19 | 20 | 21 | 22 | 23 | 24
ZTA DNA inh | -4 | 5 | -10 | 1 | -1 | 5 | -7 | 2
TPT1 inhibitor | 0 | -2 | -1 | -2 | -4 | 1 | -1 | -2
PP5 inh | 3.6 | -0.7 | -0.4 | -1.2 | 1.0 | 0.2 | 0.0 | -0.3
EBNA-1 inh | 2 | 5 | 11 | 0 | -19 | -7 | -14 | -11
PP1 inh | 4 | -1 | -3 | -4 | 2 | -3 | -1 | -5
HCV core dimer | 5 | 1 | -6 | 2 | -3 | -2 | 8 | 4
CR mimetic SO | 101 | 93 | 122 | 95 | 66 | 112 | 110 | 83
JMJD2C inh | 1 | 7 | -33 | -3 | -9 | -7 | 7 | -1
Fh CTSL1 inh | -1 | -1 | -5 | -10 | -8 | 4 | -8 | -2

25. FC(F)(F)c1cccc(-c2ccn3ncnc3n2)c1
26. CCCn1nc(C(=O)NNC(=O)CCCOc2ccc(OC)cc2)c2ccccc2c1=O
27. CC(=O)Nc1ccc(S(=O)(=O)NCC2CCC(C(=O)NCCCN3CCCC3=O)CC2)cc1 (configuration not stated)
28. C/C(=N\NC(=O)c1c(Cl)c(C)nn1C)c1cccc(NC(=O)C2CCCC2)c1
29. O=C(CCC1CCCC1)Nc1ccc([N+](=O)[O-])cn1
30. CC(C)CCNC(=O)CN(C)S(=O)(=O)c1cccc2nsnc12
31. Cc1ccc(S(=O)(=O)N(CC(O)CN2CCCCC2)c2cccc([N+](=O)[O-])c2)cc1 (configuration not stated)
32. COc1cc2cc(CN(C(=O)Nc3ccccc3)C3CCCC3)c(=O)[nH]c2cc1OC
assay / entry | 25 | 26 | 27 | 28 | 29 | 30 | 31 | 32
ZTA DNA inh | -14 | -6 | 16 | 7 | 7 | -14 | -12 | -3
TPT1 inhibitor | -1 | . | -2 | 0 | 4 | 1 | -1 | -2
PP5 inh | 3.6 | -0.2 | 0.8 | 3.0 | 4.0 | 0.9 | 0.8 | 1.4
EBNA-1 inh | -7 | . | -8 | 0 | 13 | -11 | -11 | -5
PP1 inh | 0 | -1 | -2 | 2 | -2 | -2 | -3 | -1
HCV core dimer | 2 | . | 0 | 0 | 3 | -3 | 7 | 0
CR mimetic SO | 116 | 101 | 106 | 102 | 118 | 92 | 122 | 88
JMJD2C inh | 1 | 1 | 1 | -17 | -5 | 5 | 0 | 2
Fh CTSL1 inh | 3 | . | 1 | -2 | -1 | -2 | -7 | 6

33. CCCc1ccc(S(=O)(=O)N(C)S(=O)(=O)c2ccc(F)cc2)cc1
34. CC(C)NCCCOc1ccc(Cl)cc1Br
35. CCOC(=O)c1cnc(SC2CC(=O)N(c3ccccc3)C2=O)nc1N (configuration not stated)
36. CC(C)OCCCn1c(=N)c(S(=O)(=O)c2ccccc2)cc2c(=O)n3ccccc3nc21
37. Cn1c(SCC(=O)NC2CCCC2)nnc1-c1ccco1
38. CCc1nc(NCCCn2ccnc2)c2oc3ccccc3c2n1
39. Cc1cc(C)c(NC(=O)/C(=C/c2ccccc2)c2ccccc2)c(C)c1
40. O=C(O)c1ccc(/C=N/Nc2nnnn2-c2ccccc2)cc1
assay / entry | 33 | 34 | 35 | 36 | 37 | 38 | 39 | 40
ZTA DNA inh | -1 | 3 | 5 | -1 | 6 | -4 | -8 | -6
TPT1 inhibitor | -5 | -2 | -5 | 4 | 0 | -3 | 1 | -1
PP5 inh | 0.7 | -2.3 | -0.2 | 0.3 | 2.8 | -0.3 | 2.8 | 0.7
EBNA-1 inh | -3 | -15 | 3 | 2 | -4 | 4 | -12 | -3
PP1 inh | 1 | 4 | -8 | 1 | 1 | -4 | -1 | 1
HCV core dimer | 0 | 7 | 2 | -1 | -1 | 0 | -8 | -5
CR mimetic SO | 104 | 97 | 138 | 87 | 108 | 101 | 129 | 99
JMJD2C inh | 6 | -7 | 10 | 4 | -9 | 4 | -6 | -4
Fh CTSL1 inh | 7 | -9 | -1 | -4 | 0 | -4 | 1 | 2

41. CCOC(=O)C1CCCN(C(=O)c2ccc(C)c(S(=O)(=O)N3CCCCC3)c2)C1 (configuration not stated)
42. O=C(NCc1ccccn1)c1ccc(S(=O)(=O)Nc2ccccc2F)cc1
43. N#CCC(=O)Nc1ccc(C(=O)OCC(=O)N(Cc2ccccc2)C2CCS(=O)(=O)C2)cc1 (configuration not stated)
44. O=C(NCCc1ccc(Cl)cc1)C1CC(=O)N(C2CCCC2)C1 (configuration not stated)
45. O=C(CSc1nncs1)NC1CCCCCCC1
46. Cc1cc(N(CN2CCCC2=O)C(=O)c2ccccc2)no1
47. Cc1cc(NC(=O)c2ccccc2[N+](=O)[O-])ccc1Br
48. CC(=O)Nc1ccc(S(=O)(=O)N[C@@H](C)C(=O)N(C)Cc2cccs2)cc1
assay / entry | 41 | 42 | 43 | 44 | 45 | 46 | 47 | 48
ZTA DNA inh | 3 | 2 | -16 | -12 | 0 | 2 | -15 | 7
TPT1 inhibitor | . | 0 | 2 | -3 | . | -1 | 0 | .
PP5 inh | -0.8 | 1.7 | -6.6 | 1.4 | 0.6 | -0.3 | -0.1 | 1.1
EBNA-1 inh | . | -6 | -4 | -5 | . | -10 | 8 | .
PP1 inh | -2 | -4 | 13 | -2 | 1 | -4 | -4 | -5
HCV core dimer | . | -1 | 7 | -7 | . | -2 | 2 | .
CR mimetic SO | 77 | 103 | 121 | 108 | 102 | 93 | 108 | 94
JMJD2C inh | 4 | -13 | 8 | 8 | -2 | 4 | 5 | .
Fh CTSL1 inh | . | -2 | 8 | -11 | . | -1 | 3 | .

49. CC(C)N(Cc1cc2ccccc2[nH]c1=O)C(=O)c1ccco1
50. CCOC(=O)c1ccc(NC(=S)N(CCCN2CCCC2)Cc2ccco2)cc1
51. COc1ccc(NS(=O)(=O)c2cc(NC(=O)CCNC(C)=O)ccc2N2CCOCC2)cc1
52. CC(C)(C)n1nnnc1C(c1cccs1)N(Cc1cccnc1)Cc1ccccc1Cl (configuration not stated)
assay / entry | 49 | 50 | 51 | 52
ZTA DNA inh | 13 | -6 | -26 | 16
TPT1 inhibitor | 1 | -2 | -3 | -3
PP5 inh | 0.3 | -2.2 | -0.6 | 2.0
EBNA-1 inh | 14 | -5 | -1 | 12
PP1 inh | -3 | 0 | -6 | 13
HCV core dimer | 1 | -8 | -2 | 22
CR mimetic SO | 104 | 98 | 99 | 101
JMJD2C inh | -2 | 2 | 1 | 2
Fh CTSL1 inh | 2 | -1 | -6 | 5

From PubChem
